Screening results as filed in PubChem BioAssay.
RT RNaseH block: inhibitors of HIV-1 reverse transcriptase RNase H. P04585. RT-RNase H RNA/DNA duplex cleavage, fluorescence. inhibition, % at 10 µM. AID 565. 1.9% of 65,000 active; in the data active = inhibition above about 50%
RmlC RmlD mix: inhibitors of RmlC and RmlD coupled enzymes. AID 1532. 0.39% of 110,000 active. inhibition, % at 5.5 µM. RmlC/RmlD coupled enzyme inhibition, 384-well mixture HTS; in the data active = inhibition above about 30%, passing the limit was not always enough; also: strong numbers were not always called active
* hit, by the source's call. This is a subset, so the mix of outcomes need not match the whole.

Screening CCN(CC)CCCNC(=O)c1ccc(Cl)c(S(=O)(=O)Nc2ccccc2OC)c1 returned RmlC RmlD mix -4.
`COc1ccc(NC(=O)NC(C)(C(F)(F)F)C(F)(F)F)cc1` gave RmlC RmlD mix -12.
O=C(NCc1ccccc1)c1ccc2c(c1)C(=O)N(CC1CCCO1)C2=O (stereo not given) was read as RmlC RmlD mix -10.
Screening COc1ccc(S(=O)(=O)Cc2ccc(C(=O)N3CCN(c4cc(Cl)ccc4C)CC3)o2)cc1 returned RT RNaseH block -20 and RmlC RmlD mix -14.
`O=C(NCc1cccs1)c1ccccc1` gave RmlC RmlD mix -10.
For CCn1ncc(C(=O)Nc2cc(C)on2)c1C the results were RmlC RmlD mix -5.
For CC1(C)CC(=O)c2cc(OCC(=O)NCCCN3CCN(c4ccc(F)cc4)CC3)ccc2O1 the results were RT RNaseH block -15 and RmlC RmlD mix 1.
Screening C=CCNc1sc(C(=O)C2CC2)c(N)c1C#N returned RT RNaseH block -5 and RmlC RmlD mix 5.
`CCOC(=O)c1cnc2c(C(=O)OC)cccc2c1NCc1ccco1` gave RT RNaseH block -36 and RmlC RmlD mix 10.
O=C(NC1CCCC1)c1sc(=S)n2c1[nH]c(=O)c1ccccc12 was read as RT RNaseH block 30 and RmlC RmlD mix 5.
`O=c1/c(=C\c2ccc(O)cc2)sc2n1C(c1ccccc1)C(c1ccccc1)=NN=2` (stereo not given) gave RmlC RmlD mix -4.
For CCOC(=O)c1ccc(-n2c(N)c(C(=O)NCc3ccco3)sc2=S)cc1 the results were RT RNaseH block 72* and RmlC RmlD mix 1.
For COc1ccc(Nc2cc(=O)oc3ccccc23)cc1 the results were RmlC RmlD mix -16.
Screening Cc1ccc(Nc2nc(N)nc(CN3CCCCCC3)n2)c(C)c1 returned RT RNaseH block -6 and RmlC RmlD mix -20.
For Cc1ccccc1/C=c1\s/c(=C\C(=O)C(C)(C)C)[nH]c1=O the results were RmlC RmlD mix -4.
Screening CCCC1=C(C(=O)OCC)C(c2cc(Cl)cc(OC)c2OCC(=O)OCC)NC(=O)N1 (stereo not given) returned RT RNaseH block -1 and RmlC RmlD mix 10.
Cc1cc(C)n(-c2nc3c(c(=O)[nH]c(=O)n3C)n2CC(C)C)n1 was read as RT RNaseH block -6 and RmlC RmlD mix 11.
For CCN(CC)C(=O)C1CCCN(Cc2ccc3c(c2)OCO3)C1 (stereo not given) the results were RmlC RmlD mix 5.
CCCN(CCC)C(=O)c1cc(-c2ccc3c(c2)OCO3)nc2ccccc12 was read as RmlC RmlD mix 21.
For Cc1cc(NC(=O)Cc2cn3ccsc3n2)n(-c2ccccc2)n1 the results were RT RNaseH block -5 and RmlC RmlD mix 6.
CCc1nnc(NC(=O)CCN2C(=O)c3ccccc3S2(=O)=O)s1 was read as RT RNaseH block -14 and RmlC RmlD mix 8.
For Cc1ccc2nc(-c3cccnc3SCC(=O)N3c4ccccc4CC3C)[nH]c2c1 (stereo not given) the results were RmlC RmlD mix 34.
`COc1ccc(C(O)CNc2ccc(C)cc2)cc1` (stereo not given) gave RT RNaseH block -22.
`NCCc1nnc(SCc2ccc(F)cc2)o1` gave RT RNaseH block -2 and RmlC RmlD mix -8.
COc1ccc(C2c3c(ccc4ccccc34)Oc3ncn4nc(CO/N=C/c5ccccc5)nc4c32)cc1 (stereo not given) was read as RmlC RmlD mix -12.
For COc1ccc(C(=O)C(OC(=O)c2ccc(C)c(NC(C)=O)c2)c2ccccc2)cc1 (stereo not given) the results were RmlC RmlD mix 8.
For CCC1=C(OC(=O)N(CC)CC)N2C(=O)OC(=NCc3ccccc3)[C@]2(C)[C@H]2C1=CC[C@H]1C(=O)N(CC)C(=O)[C@H]12 the results were RmlC RmlD mix -23.
For CN(C)c1nc(N)nc(CSc2nnnn2-c2cccc3ccccc23)n1 the results were RT RNaseH block -46 and RmlC RmlD mix -12.
CC1Cc2ccccc2N1C(=O)COC(=O)Cn1cnc2ccccc2c1=O (stereo not given) was read as RT RNaseH block -11 and RmlC RmlD mix 9.
`CCOc1ccccc1NC(=O)c1ccccc1-c1nc(-c2ccccc2OC)no1` gave RT RNaseH block -1 and RmlC RmlD mix 8.
For O=C1c2ccccc2C(=O)N1Cc1nc2ccccc2c(=O)n1-c1cccnc1 the results were RT RNaseH block -1 and RmlC RmlD mix 7.
Screening CC(C)(C)N1C(=O)c2ccc(C(=O)NCc3ccco3)cc2C1=O returned RT RNaseH block 6 and RmlC RmlD mix 51.
Screening CN1CCC(N(C)C(=O)COc2ccccc2-c2ccccc2)CC1 returned RT RNaseH block 2 and RmlC RmlD mix -12.
For C/C=C/Cn1c(SCc2ccc(C)cc2)nc2c1c(=O)[nH]c(=O)n2C the results were RT RNaseH block -10 and RmlC RmlD mix 3.
COc1cccc(NC(=O)CSc2nnc(C)s2)c1 was read as RT RNaseH block -11 and RmlC RmlD mix -13.
Screening Nc1nnc(SCc2ccc(F)cc2)s1 returned RT RNaseH block -24 and RmlC RmlD mix -8.
`Cn1c(=O)c2c(nc(CN3CCN(c4cccc(Cl)c4)CC3)n2CCc2ccccc2)n(C)c1=O` gave RT RNaseH block -7 and RmlC RmlD mix -11.
O=c1ccc(Cl)cn1Cc1ccccc1F was read as RmlC RmlD mix -6.
`CCOC(=O)c1c(NC(=O)c2cc(CC(C)C)on2)sc(C(C)=O)c1C` gave RmlC RmlD mix -15.
`CCCSc1nnc2n(C)c(=O)c3c4c(sc3n12)CCC4` gave RT RNaseH block -6 and RmlC RmlD mix 23.

3 compounds out of the list, arranged by formula weight, smallest number first.
`CCCSc1nnc2n(C)c(=O)c3c4c(sc3n12)CCC4` gave RT RNaseH block -6 and RmlC RmlD mix 23.
For C/C=C/Cn1c(SCc2ccc(C)cc2)nc2c1c(=O)[nH]c(=O)n2C the results were RT RNaseH block -10 and RmlC RmlD mix 3.
`CCOC(=O)c1c(NC(=O)c2cc(CC(C)C)on2)sc(C(C)=O)c1C` gave RmlC RmlD mix -15.

Further compounds follow:
Screening CCn1c(CNC(=O)COc2ccc(C(C)C)cc2)nnc1SCC(=O)Nc1ccccc1F returned RmlC RmlD mix -1.
Screening COC(=O)c1cc(OC)c(OC)cc1NC(=O)c1ccccc1 returned RT RNaseH block -2 and RmlC RmlD mix -21.
Screening Cc1cc(C)c(C)c(S(=O)(=O)Nc2ccc(O)cc2)c1C returned RT RNaseH block 5 and RmlC RmlD mix -13.
Screening Cc1ccc(C(=O)N/C(=C\c2cccs2)C(=O)NCc2ccncc2)cc1 returned RmlC RmlD mix -3.
CCOC(=O)c1c(OCC)[nH]c2c1cc(O)c1ccccc12 was read as RT RNaseH block 16 and RmlC RmlD mix -10.
For CCOC(=O)c1ccccc1NC(=O)/C(C)=C/C(=O)O the results were RmlC RmlD mix 23.
Screening CC1=C(n2ccnc2)CCC1=O returned RmlC RmlD mix -18.
For OCCn1c(CSc2nnc(-c3ccco3)n2-c2ccccc2)nc2ccc(Cl)cc21 the results were RT RNaseH block 80* and RmlC RmlD mix -3.
CCOc1nc(-c2ccc(OC)cc2)ccc1-c1noc(-c2cc(OC)c(OC)c(OC)c2)n1 was read as RT RNaseH block -7 and RmlC RmlD mix -119.
For Cc1cccc(NC(=O)Cn2cnc3ccccc3c2=O)c1C the results were RmlC RmlD mix -11.
Screening Cc1cc(S(=O)(=O)NCCN(C)C)c(C)s1 returned RT RNaseH block -14 and RmlC RmlD mix 2.
`COc1cc(Cl)c(S(=O)(=O)N2CCN(Cc3ccc4c(c3)OCO4)CC2)cc1Cl` gave RT RNaseH block -25 and RmlC RmlD mix 11.
For NS(=O)(=O)c1cccc(NC(=O)Cn2cnc3ccccc3c2=O)c1 the results were RmlC RmlD mix -6.
For Cc1ccccc1NC(=O)CC1S/C(=N/c2nccs2)N(C)C1=O (stereo not given) the results were RmlC RmlD mix -37.
`O=C(OCC#CCSc1nnc(-c2ccccc2)o1)c1cc2ccccc2o1` gave RmlC RmlD mix -5.
`CC1CC(C)(C)N(C(=O)CN2C(=O)c3ccccc3C2=O)c2ccccc21` (stereo not given) gave RmlC RmlD mix 3.
For C=CCNC(=O)c1cccc(Br)c1 the results were RT RNaseH block -1 and RmlC RmlD mix 8.
Screening O=C(CC1CCCCC1)N1CCC(c2nc(-c3ccc(S(=O)(=O)N4CCCC4)cc3)no2)CC1 returned RmlC RmlD mix 1.
`O=C(CSc1nnc(-c2ccccc2)c(-c2ccccc2)n1)N1CCc2ccccc21` gave RmlC RmlD mix -9.
N=c1ccn(Cc2ccc(Cl)cc2Cl)cc1 was read as RmlC RmlD mix 0.
`O=C(COc1ccc(S(=O)(=O)N2CCCC2)cc1Cl)Nc1ccc2c(c1)OCO2` gave RT RNaseH block 11 and RmlC RmlD mix -16.
`C#CCOCCOCCOCCNc1nc(N2CCN(C(=O)[C@H]([C@@H](C)CC)n3cc([C@@H](N)CC(C)C)nn3)CC2)nc(N2CCN(C(=O)[C@H](Cc3cc4ccccc4[nH]3)n3cc([C@@H](N)C(C)CC)nn3)CC2)n1` (stereo not given in full) gave RmlC RmlD mix -21.
`Cc1cc(NO)nc(-c2ccc(Br)cc2)n1` gave RT RNaseH block -14 and RmlC RmlD mix -15.
CC(C)(Oc1ccc(Cl)cc1)C(=O)NCCCn1ccnc1 was read as RT RNaseH block -9 and RmlC RmlD mix 13.
For COc1ccc(-c2noc(CN(C(=O)c3cccs3)C(C)C)n2)cc1 the results were RmlC RmlD mix 8.
`COC(=O)Cc1c(C)c2cc(Cl)c(OC(=O)c3ccco3)cc2oc1=O` gave RT RNaseH block -16.
`CC(=O)c1ccc(NC(=O)CCC(=O)OCC(F)(F)C(F)F)cc1` gave RT RNaseH block 0 and RmlC RmlD mix -3.
Cc1cccc(-c2n[nH]c(=S)n2Cc2ccccc2)c1 was read as RmlC RmlD mix -12.
Screening O=C(NCc1cc(C(F)(F)F)cc(C(F)(F)F)c1)C1CC(c2ccccc2F)=NO1 (stereo not given) returned RmlC RmlD mix -204.
`Cc1ccnc(NS(=O)(=O)c2ccc(NS(=O)(=O)c3cccs3)cc2)n1` gave RT RNaseH block -5 and RmlC RmlD mix -12.
Screening Cc1cc(CCC(=O)O)c(C)cc1CCC(=O)O returned RT RNaseH block -4 and RmlC RmlD mix -9.
Screening COC(=O)c1[nH]c2cccc(OC)c2c1NC(=O)CN1CC2(C)CC1CC(C)(C)C2 (stereo not given) returned RT RNaseH block -8 and RmlC RmlD mix -9.
For COc1ccc(/C=C\C(=O)c2c(O)ccc3c(C)cc(=O)oc23)cc1 the results were RmlC RmlD mix -4.
For CC(C)(C)NC(=O)c1ccc2c(c1)N(CC(=O)N1CCN(c3ccccc3F)CC1)C(=O)C(C)(C)O2 the results were RT RNaseH block -43 and RmlC RmlD mix -6.
For CCSC(=O)CCCCCCCCCCCO the results were RmlC RmlD mix 8.
Screening CC1(C)S[C@@H]2C(C(=O)OCc3ccccc3)NC(=O)N2C1C(=O)OCc1ccccc1 (stereo not given in full) returned RmlC RmlD mix 7.
Screening O=C(CSc1nc2ccccc2[nH]1)c1ccco1 returned RT RNaseH block -4 and RmlC RmlD mix 6.
CC(=O)Nc1ccc(C(=O)CSc2nnc(Cc3ccccc3)o2)cc1 was read as RmlC RmlD mix -13.
For O=C(NCc1ccco1)C1CCCN(S(=O)(=O)c2ccc(-n3cnnn3)cc2)C1 (stereo not given) the results were RT RNaseH block 0 and RmlC RmlD mix 8.
For COc1ccc(OC)c(C2CC(=O)N3CN(c4cccc(Cl)c4)CSC3=C2C#N)c1 (stereo not given) the results were RT RNaseH block -8 and RmlC RmlD mix -11.

Compounds above with fluorine, in the order listed:
`COc1ccc(NC(=O)NC(C)(C(F)(F)F)C(F)(F)F)cc1` gave RmlC RmlD mix -12.
For CC1(C)CC(=O)c2cc(OCC(=O)NCCCN3CCN(c4ccc(F)cc4)CC3)ccc2O1 the results were RT RNaseH block -15 and RmlC RmlD mix 1.
`NCCc1nnc(SCc2ccc(F)cc2)o1` gave RT RNaseH block -2 and RmlC RmlD mix -8.
Screening Nc1nnc(SCc2ccc(F)cc2)s1 returned RT RNaseH block -24 and RmlC RmlD mix -8.
O=c1ccc(Cl)cn1Cc1ccccc1F was read as RmlC RmlD mix -6.
Screening CCn1c(CNC(=O)COc2ccc(C(C)C)cc2)nnc1SCC(=O)Nc1ccccc1F returned RmlC RmlD mix -1.
`CC(=O)c1ccc(NC(=O)CCC(=O)OCC(F)(F)C(F)F)cc1` gave RT RNaseH block 0 and RmlC RmlD mix -3.
Screening O=C(NCc1cc(C(F)(F)F)cc(C(F)(F)F)c1)C1CC(c2ccccc2F)=NO1 (stereo not given) returned RmlC RmlD mix -204.
For CC(C)(C)NC(=O)c1ccc2c(c1)N(CC(=O)N1CCN(c3ccccc3F)CC1)C(=O)C(C)(C)O2 the results were RT RNaseH block -43 and RmlC RmlD mix -6.

The listing continues.
For CNC(=O)CN(c1ccc2c(c1)OCCO2)S(C)(=O)=O the results were RmlC RmlD mix -1.
`Cc1cccc(N2CCN(C(=O)c3ccncc3)CC2)c1C` gave RT RNaseH block -8 and RmlC RmlD mix 0.
Screening COC(=O)C1=C(C)N=c2s/c(=C/c3cccs3)c(=O)n2C1c1ccc(F)cc1 (stereo not given) returned RmlC RmlD mix -6.
Screening Brc1ccc(-c2nn3c(-c4ccccn4)nnc3s2)o1 returned RT RNaseH block 7 and RmlC RmlD mix -10.
For COC(=O)C1=C(C)Nc2ncnn2C1c1ccc(C)o1 (stereo not given) the results were RT RNaseH block -7 and RmlC RmlD mix -8.
`N#Cc1nc(COc2ccccc2)oc1NCCCn1ccnc1` gave RT RNaseH block -70.
For O=C1c2cccnc2C(O)N1Cc1ccccc1 (stereo not given) the results were RT RNaseH block -24 and RmlC RmlD mix 24.
Screening Cc1cc(=O)[nH]c(Nc2cccc(C(F)(F)F)c2)n1 returned RT RNaseH block -4 and RmlC RmlD mix 5.
`CC(C)C(=O)NC(=O)[C@@H]1CCCN1C(=O)/C=C/c1ccccc1` gave RmlC RmlD mix -7.
CCCN1C(=O)c2cc(C(=O)NC3CCCC3)ccc2C1O (stereo not given) was read as RT RNaseH block -2 and RmlC RmlD mix -5.
`O=C(C1=C[C@H](c2coc3ccccc3c2=O)C[C@H](OCc2ccc(CO)cc2)O1)N1CCN(Cc2ccccc2)CC1` gave RmlC RmlD mix 14.
For CC(NC(=O)c1ccco1)C1CCCO1 (stereo not given) the results were RmlC RmlD mix -8.
